NCI-60 one-dose screen, 48 h, at 10 µM unless noted. Numbers give growth in % (100 = growth as untreated, 0 = no growth, -100 = all killed).
NCI-H522 – NCI-H522 lung cancer; AID 1794739; actives 8% (n = 78,000)
NCI-H322M – NCI-H322M lung cancer; AID 1794733; actives 2.7% (n = 80,000)
786-0 – 786-0 renal cancer cells | actives 5.1% (n = 81,000)
RXF 393 – RXF 393 renal cancer cells; actives 6.9% (n = 77,000)
TK-10 – TK-10 renal cancer cells; actives 3.9% (n = 81,000); AID 1794769
NCI-H460 – NCI-H460 lung cancer. AID 1794736. actives 6.8% (n = 82,000)
ACHN – ACHN renal cancer; AID 1794771; actives 4.9% (n = 81,000)
UO-31 – UO-31 renal cancer | actives 5.2% (n = 81,000) | AID 1794768
CAKI-1 – CAKI-1 renal cancer; actives 4.7% (n = 75,000)
An asterisk follows results filed as active; / = not tested or not shown; & = joins results of further samples. Rule for the calls: active = growth percent below 10; inactive = the rest.

SMILES | NCI-H522 | NCI-H322M | 786-0 | RXF 393 | TK-10 | NCI-H460 | ACHN | UO-31 | CAKI-1
CC(C)C1CCC(C(=O)N[C@@H](Cc2ccccc2)C(=O)O)CC1 (stereo partly drawn) | 103 | 113 | 98 | 91 | 116 | 101 | 100 | 88 | 102
C[C@@H]1N=C(c2ccc(Cl)cc2Cl)Nc2nc3ccccn3c2C1=O | 29 | 64 | 73 | 80 | 75 | 19 | 60 | 52 | 47
N/C(=N\c1nc2ccc([N+](=O)[O-])cc2s1)C(Cl)(Cl)Cl | 85 | 10 | 81 | 44 | 78 | 14 | 9.8* | 44 | 31
O=C1/C(=C/c2cccs2)SC(=S)N1c1ccccc1 | 90 | 97 | 98 | 106 | 87 | 100 | 100 | 90 | 88
CCCCCCn1c(O)c(N=Nc2nc(-c3cc4ccccc4oc3=O)cs2)c2ccccc21 | -22* | 53 | -65* | / | 90 | 6.0* | 81 | 75 | 59
O=C(CSc1nc(-c2ccc(Cl)cc2)cn1-c1ccc(Cl)cc1)c1ccc(Br)cc1 | 59 | 94 | 35 | 68 | 93 | 51 | 22 | 46 | 79
Clc1ccc(-c2nc3ccccc3s2)cc1Cl | 83 | 110 | 103 | 109 | 81 | 96 | 93 | 72 | 84
O=Cc1[nH]c(Sc2ccccc2)c2ccccc12 | 107 | 92 | 81 | 75 | 80 | 91 | 97 | 49 | /
Clc1ccc(-c2nc3ccccc3n3cccc23)cc1 | 70 | 69 | 87 | 121 | 108 | 94 | 94 | 34 | 74
CC[N+](CC)(CC)CCCC[P+](CC)(CC)CC | 88 | / | 104 | 103 | / | 107 | 99 | 91 | 96
COc1cc(C(=O)OC2c3ccccc3CCC2N(C)C)cc(OC)c1OC (stereo not drawn) | 88 | 101 | 102 | 108 | 108 | 104 | 93 | 71 | 97
C=CCNCCC#N | / | 115 | 102 | 109 | 110 | 111 | 105 | 102 | 113
Cc1cc(=O)[nH]c(N2CCCCC2)n1 | 107 | 107 | 110 | 122 | 113 | 104 | 98 | 88 | 97
CN1CCc2c(sc3ncnc(N/N=C/c4cccc(Cl)c4Cl)c23)C1 | 69 | 77 | -16* | 27 | 73 | -71* | -39* | 43 | 79
CCOC(=O)C1CN(CCc2ccccc2)CCC1=O (stereo not drawn) | / | 150 | 94 | 124 | 114 | 106 | 105 | 94 | 100
O=S(=O)(c1ncsc1-c1ccccc1)N1CCN(c2cccc(Cl)c2)CC1 | 81 | 93 | 93 | 98 | 98 | 99 | 100 | 80 | 84
O=C(CCN1C(=O)CC1c1ccco1)N1CCOCC1 (stereo not drawn) | 102 | 109&109 | 100&103 | 111&116 | 102&100 | 107&105 | 111&103 | 95&87 | 101&96
O=C(Nc1ccc([N+](=O)[O-])cc1)N1CCOCC1 | 108 | 109 | 96 | 95 | 115 | 106 | 104 | 85 | 96
O=C(c1ccc(O)cc1)C1[C@H](c2ccc(Cl)cc2)[C@@H](c2ccccc2)NC12C(=O)Nc1ccccc12 (stereo partly drawn) | -9.0* | 9.0* | -43* | -74* | 12 | -21* | 3.1* | 3.5* | 3.8*
COC(=O)C(=Cc1ccccc1)C(=O)OC | 80 | 117 | 104 | 104 | 97 | 106 | 95 | 93 | 98
COc1cc(-c2nnc(-c3cc4cc(OCc5ccccc5)ccc4nc3OC)o2)cc(OC)c1OC | 54 | 87 | 82 | 76 | 85 | 83 | 73 | 64 | 88
CCC(CCC(C)C1CCC2C3CC=C4CC(OC(=O)CCC(=O)O)CCC4(C)C3CCC12C)C(C)C (stereo not drawn) | 89 | 151 | 97 | / | 165 | 106 | 135 | 91 | 121
COC(=O)c1nc(N)nc(C(=O)OC)c1C(=O)c1ccc2ccccc2c1 | 99&105 | 108&111 | 109&128 | 111&111 | 128&105 | 98&127 | 101&110 | 64&97 | 83&99
COc1ccc2c(c1)=C(c1sc(Nc3nnc(-c4ccc(O)cc4)s3)nc1O)C(=O)N=2 | 88 | 97 | 99 | 110 | 90 | 108 | 106 | 86 | /
O=C(NN(C(=O)c1ccccc1)c1cccs1)c1ccccc1 | 91 | 94 | 100 | 115 | 92 | 116 | 104 | 66 | 110
CCOC(=O)c1ccc(NC2=CC(=O)C(C)=C(C)C2=O)cc1 | 87 | 104 | 106 | 93 | 137 | 98 | 90 | 74 | 69
CCCCCCCCCCN(CCCCCCCCCC)CC(=O)c1ccc2cc(Br)c3ccccc3c2c1 | 63 | 66 | 54 | 96 | 80 | -66* | 97 | 2.3* | 46
NC(=O)C(=Cn1c(=S)[nH]c2ccc([N+](=O)[O-])cc21)C(N)=O | 98 | 109 | 101 | 94 | 103 | 103 | 100 | 94 | 103
Nc1ccccc1C(=O)NC1C(=O)Nc2ccccc21 (stereo not drawn) | 92 | 94 | 104 | 105 | 125 | 107 | 89 | 70 | 87
c1cc[n+](C2c3ccccc3-c3ccccc32)cc1 | 47 | 106 | 92 | 96 | 91 | 98 | 106 | 87 | 96
CCS(=O)(=O)Oc1ccc2c3c(c(=O)oc2c1)CCCCC3 | 68 | 100 | 99 | 93 | 105 | 99 | 90 | 92 | 97
O=C(c1cc(-c2ccc(F)cc2)c2sc(=O)[nH]c2n1)N1CCOCC1 | 76 | 86 | 97 | 117 | 114 | 113 | 96 | 82 | 100
CCCCN1CCNC1=S | 135 | 109 | 86 | 118 | 102 | 109 | 113 | 96 | 104
Cc1cc(N2CCSCC2)nc(NC2CCCC(Nc3ccnc4cc(Cl)ccc34)C2)n1 (stereo not drawn) | -53* | -29* | -92* | -74* | -58* | -11* | -62* | -94* | /
CCOC(=O)CCN(CC(=O)OCC)C(C)C | 90 | / | 100 | 102 | / | 110 | 107 | 101 | 99
N#CC(Cc1ccccc1)C(N)=O (stereo not drawn) | 95 | 105 | 93 | 120 | 106 | 112 | 100 | 91 | 85
CC1=C(C(=O)OCc2ccccc2)C(c2c(O)cc(O)cc2O)n2c(nc3ccccc32)N1 (stereo not drawn) | 1.2* | 94 | 49 | 26 | 88 | 30 | 47 | 46 | 39
[2H]C([2H])([2H])Oc1ccc(F)cc1/C=C/C(=O)/C=C(/C=C/c1cc(F)ccc1OC([2H])([2H])[2H])OB(F)F | 19 | 108 | 86 | 100 | 97 | 96 | 55 | 54 | 74
O=C1NC(=O)C(CCc2ccccc2)(c2ccccc2)N1 (stereo not drawn) | / | 96 | 105 | 112 | 103 | 112 | 100 | 77 | 104
CNc1c(Br)cc(Br)cc1-c1n[nH]c(=O)[nH]c1=O | 101 | 97 | 103 | 113 | 124 | 102 | 102 | 74 | 82
O=C(CC(O)c1ccncc1)c1ccccc1O (stereo not drawn) | 120 | 95 | 109 | 105 | 122 | 108 | 101 | 94 | 101
CNC1=C([N+](=O)[O-])C(c2ccccc2)C(C#N)=C(c2ccc[nH]2)O1 (stereo not drawn) | 92 | 98 | 107 | 110 | 113 | 104 | 102 | 86 | 92
O=C(OC1CCCCC1)c1ccc(Cl)cc1 | 104 | 105 | 112 | 116 | 114 | 103 | 110 | 99 | 103
CCCCCCCCCCCCC(C(=O)OCC)C(=O)OCC | 99 | 93 | 114 | 98 | 118 | 102 | 105 | 90 | 91
CC(=O)N(C(C)=O)c1ncc(-c2ccc(C(F)(F)F)cc2)c(NC2CCCCCC2)n1 | 47 | 85 | 77 | 86 | 89 | 90 | 77 | 44 | 48
CC(CCC(=O)O)[C@H]1CCC2C3C(=O)C[C@@H]4CC(=O)CC[C@]4(C)C3CC(=O)[C@@]21C (stereo partly drawn) | 117 | 111 | 106 | 110 | 116 | 107 | / | 84 | 85
O=C(Nc1ccc(NS(=O)(=O)c2ccc(F)cc2)cc1)C12CC3CC(CC(C3)C1)C2 | 86 | / | 103 | 105 | 97 | 101 | 102 | 75 | 86
Oc1ccc2ccccc2c1N=Nc1ccccn1 | / | 48 | 7.3* | 38 | 6.0* | 17 | 12 | 33 | 12
Cn1ccc2c1CC1CN(C3CCCC3)C(=O)C1C2C(=O)O (stereo not drawn) | 91 | 98 | / | 110 | 113 | 102 | 101 | 91 | 95
O=C(NC1CCCCC1)C(c1ccc(F)cc1)N(C(=O)C1CCc2cc(F)ccc2O1)c1ccc(F)cc1F (stereo not drawn) | 81 | 99 | 75 | 110 | 98 | 88 | 89 | 87 | /
CC(=O)Cc1cc(-c2cc(CC(C)=O)nc(N)n2)nc(N)n1 | 92 | 101 | 96 | 108 | 94 | 108 | 104 | / | 92
O=C(CN1C(=O)CCC1=O)Nc1ncc(Cc2ccccc2Cl)s1 | 95 | 106 | 100 | 104 | 93 | 106 | 102 | 78 | 85
Cc1coc(NS(=O)(=O)c2ccc(N=Nc3c(N)nc(N)[nH]c3=O)cc2)c1C | 102 | 104 | 103 | 119 | 113 | 107 | 106 | 80 | 98
COc1ccccc1CCO | 92 | 102 | 104 | 96 | 116 | 105 | 104 | 99 | 90
C=C(C)[C@H]1C[C@@]2(OC)O[C@@]3(C=C2C(=O)OC)[C@H]2[C@@H]4[C@H](C[C@@]2(C)O)OC(=O)[C@@]43CC1=O | 100 | 108 | 103 | 105 | 105 | 110 | 103 | 81 | 90
CCOC(=O)/C=C(/C)Sc1cc(O)ccc1O | 78 | 106 | 110 | / | 114 | / | 105 | 98 | 101
Nc1cc(Cl)cc2c1-c1ccc(Cl)cc1C2 | 89 | 108 | 101 | 105 | 109 | 104 | 106 | 91 | 95
Nc1nc(-c2ccc(Cl)cc2)cc(-c2ccc(Nc3nc(Nc4ccccc4)nc(Nc4ccc(Cl)cc4)n3)cc2)n1 | 92 | 75 | 66 | 81 | 89 | 85 | 85 | 61 | 67
CC1CC(=O)Nc2ccccc2N1C(=O)Nc1ccc(Cl)cc1 (stereo not drawn) | 86 | / | 96 | 95 | / | 105 | 98 | 76 | 84
C/C(=C(/C)C1CC1CCNS(=O)(=O)c1ccc(C)cc1)C1CCCC1 (stereo not drawn) | 80 | 96 | 98 | 95 | 114 | 96 | 100 | 86 | 86

Next entries
SMILES | NCI-H522 | NCI-H322M | 786-0 | RXF 393 | TK-10 | NCI-H460 | ACHN | UO-31 | CAKI-1
Clc1ccc(C(c2c[nH]c3ccccc23)N2CCCC2)cc1 (stereo not drawn) | 84 | 86 | 97 | 95 | 95 | 99 | 101 | 71 | 89
O=C1/C(=C/c2ccc3c(c2)OCO3)C(=S)SN1Cc1ccco1 | 73 | 93 | 111 | / | 118 | 106 | 97 | 77 | 94
O=c1c2sc3ncc(Br)cc3c2ncn1-c1ccccc1 | 102 | 84 | 55 | 76 | 88 | 62 | 52 | 84 | 96
CCC(c1ccc(OC)cc1)C(CC)c1ccc(N(C)C)cc1 (stereo not drawn) | 76 | 113 | 104 | 117 | 103 | 111 | 105 | 84 | /
CC(C)=CCC/C(C)=C/CC/C(C)=C/CCc1ccsc1 | 90 | 94 | 96 | / | 107 | 105 | 99 | 81 | 104
COc1cc2nc(SCC(=O)NNC(=S)NC(=O)c3ccc(Br)cc3)n(-c3ccc(Cl)cc3)c(=O)c2cc1OC | 97 | 102 | 109 | 124 | 105 | 87 | 93 | 88 | 88
Nc1nc(N)nc(-c2cccc([N+](=O)[O-])c2)n1 | 101 | 130 | 104 | 107 | 120 | 103 | 103 | 102 | 104
Nc1ccccc1-c1cccc(Oc2ccc3nnc(Cl)n3n2)c1 | 85 | 91 | 94 | 94 | 110 | 103 | 93 | 63 | 75
CC(C)Cn1cnc2c3ccccc3nc(NCn3nc(-c4cc(Cl)cc(Cl)c4Cl)oc3=S)c21 | 74 | 92 | 76 | 95 | 108 | 110 | 98 | 65 | /
CC/C=C\CCC/C=C1/C(=O)C=C[C@@H]1C/C=C\CCCC(=O)OC | 12 | 101 | 69 | 96 | 100 | 52 | 43 | 70 | 54
O=S1(=O)CCN(C2CCCCCCCCCCC2)CC1 | 86 | 95 | 87 | 91 | 102 | 83 | 97 | 65 | 76
Cc1ccc(C(=O)N=c2n(-c3ccc(C)cc3)nc3n2CCN3C2=NCCN2C(=O)c2ccc(C)cc2)cc1 | 66 | 98 | 102 | 54 | 90 | 59 | 65 | 61 | 78
CCOC(=O)C1=C(C)N=C2Sc3ccccc3N2C1c1cn[nH]c1-c1ccc(Cl)cc1 (stereo not drawn) | 55 | 92 | 70 | 93 | 75 | 95 | 101 | 79 | 84

Molecules from the list above with an NH in an aromatic ring:
SMILES | NCI-H522 | NCI-H322M | 786-0 | RXF 393 | TK-10 | NCI-H460 | ACHN | UO-31 | CAKI-1
O=Cc1[nH]c(Sc2ccccc2)c2ccccc12 | 107 | 92 | 81 | 75 | 80 | 91 | 97 | 49 | /
Cc1cc(=O)[nH]c(N2CCCCC2)n1 | 107 | 107 | 110 | 122 | 113 | 104 | 98 | 88 | 97
NC(=O)C(=Cn1c(=S)[nH]c2ccc([N+](=O)[O-])cc21)C(N)=O | 98 | 109 | 101 | 94 | 103 | 103 | 100 | 94 | 103
O=C(c1cc(-c2ccc(F)cc2)c2sc(=O)[nH]c2n1)N1CCOCC1 | 76 | 86 | 97 | 117 | 114 | 113 | 96 | 82 | 100
CNc1c(Br)cc(Br)cc1-c1n[nH]c(=O)[nH]c1=O | 101 | 97 | 103 | 113 | 124 | 102 | 102 | 74 | 82
CNC1=C([N+](=O)[O-])C(c2ccccc2)C(C#N)=C(c2ccc[nH]2)O1 (stereo not drawn) | 92 | 98 | 107 | 110 | 113 | 104 | 102 | 86 | 92
Cc1coc(NS(=O)(=O)c2ccc(N=Nc3c(N)nc(N)[nH]c3=O)cc2)c1C | 102 | 104 | 103 | 119 | 113 | 107 | 106 | 80 | 98
Clc1ccc(C(c2c[nH]c3ccccc23)N2CCCC2)cc1 (stereo not drawn) | 84 | 86 | 97 | 95 | 95 | 99 | 101 | 71 | 89
CCOC(=O)C1=C(C)N=C2Sc3ccccc3N2C1c1cn[nH]c1-c1ccc(Cl)cc1 (stereo not drawn) | 55 | 92 | 70 | 93 | 75 | 95 | 101 | 79 | 84

Screening data as filed in PubChem BioAssay.
